# PTK2B oligo ant: blocks oligomerization of human Pyk2 in cells; Q14289; Q293 cells, Pyk2 FERM NanoBiT luminescence; active compounds read low; z-score (the deposit names both 25 µM and 10 µM); 0.83% of 99,000 active; AID 1347419;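 active = Z-score of -3 or lower, scaled per plate to the spread of control and sample wells; inactive = z-score above -3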;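 note: negative z-score means lost luminescence so less FERM oligomerization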
# Target sequence (Q14289 whole entry, looked up): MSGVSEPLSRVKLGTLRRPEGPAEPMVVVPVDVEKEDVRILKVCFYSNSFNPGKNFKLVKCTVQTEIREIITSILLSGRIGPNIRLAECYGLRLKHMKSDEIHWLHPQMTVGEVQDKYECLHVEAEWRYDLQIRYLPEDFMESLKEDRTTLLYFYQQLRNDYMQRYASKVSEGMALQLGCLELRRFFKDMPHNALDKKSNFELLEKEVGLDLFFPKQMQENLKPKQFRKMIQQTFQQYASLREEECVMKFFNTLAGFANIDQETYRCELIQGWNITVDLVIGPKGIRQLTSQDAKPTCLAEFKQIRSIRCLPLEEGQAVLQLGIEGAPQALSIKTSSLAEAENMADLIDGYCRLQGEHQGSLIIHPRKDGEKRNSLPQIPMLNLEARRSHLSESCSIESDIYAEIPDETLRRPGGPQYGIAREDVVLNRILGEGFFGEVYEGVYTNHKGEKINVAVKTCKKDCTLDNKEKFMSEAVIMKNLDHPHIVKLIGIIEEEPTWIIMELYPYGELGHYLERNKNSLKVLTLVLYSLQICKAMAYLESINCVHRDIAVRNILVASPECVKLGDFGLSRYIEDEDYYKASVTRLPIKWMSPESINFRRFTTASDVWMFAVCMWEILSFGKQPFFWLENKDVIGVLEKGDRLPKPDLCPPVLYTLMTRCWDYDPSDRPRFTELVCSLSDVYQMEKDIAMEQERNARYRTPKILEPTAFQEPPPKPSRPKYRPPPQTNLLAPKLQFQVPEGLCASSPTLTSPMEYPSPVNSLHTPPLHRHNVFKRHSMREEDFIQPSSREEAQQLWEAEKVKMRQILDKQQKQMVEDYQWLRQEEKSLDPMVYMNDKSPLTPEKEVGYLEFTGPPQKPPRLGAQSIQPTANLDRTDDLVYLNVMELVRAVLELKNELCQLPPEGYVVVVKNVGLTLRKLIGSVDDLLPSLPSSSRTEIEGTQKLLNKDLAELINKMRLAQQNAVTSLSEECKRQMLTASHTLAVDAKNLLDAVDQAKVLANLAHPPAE
# CYP2C19 inh: inhibitors of human CYP2C19; P33261; CYP2C19 Supersomes, luciferin-H EGE luminescence, 30 min; inhibition, % at 5 µM; 21% of 96,000 active;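 active = CYP2C19 inhibition above a set limit at 5 µM in the primary screen, cut at about 50% in these data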;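 note: plate controls were negative control wells for no effect and 2.5 mM tranylcypromine positive control for full effect; values of inactives mirror those of a sister screen read the other way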
# CYP2C19 activ: activators of human cytochrome P450 2C19; 96,000 tested, under 10 active; recombinant CYP2C19, luciferin-H EGE luminescence; active compounds read high; 0 = fully inhibited enzyme, 1 = untreated enzyme; P33261; AID 1025; activation factor at 5 µM;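 active = activation factor of at least 2 at 5 µM in the primary screen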;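 note: 0 = wells with 2.5 mM tranylcypromine and 1 = vehicle-only wells; values of inactives mirror those of a sister screen read the other way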
# PLAP activator: activators of human placental alkaline phosphatase; purified PLAP enzyme, luminescent substrate read-out; active compounds read high; activation fold at 20 µM; 1.2% of 96,000 active; in the data active = activation fold above about 2
# CYP2C9 activ: activators of human CYP2C9; activation factor at 5 µM; 1.4% of 96,000 active; recombinant CYP2C9, luciferin-H conversion, luminescence; active compounds read high; factor 1 = untreated enzyme, 0 = blocked;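 active = activation factor of 2 or more for CYP2C9 at a 5 µM dose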;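 note: 0 = sulfaphenazole-blocked wells and 1 = vehicle-only wells; values of inactives mirror those of a sister screen read the other way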
# EphB4 ephrin blk: EphB4-ephrin-B2 interaction antagonism. AID 720. P54760. EphB4 LBD / TNYL-RAW-Alexa532 peptide, fluorescence polarization. 0.15% of 97,000 active. inhibition, % at 7 µM;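 active = inhibition above the screen-wide mean inhibition plus 3 SD, cut at about 15% in these data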;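 note: 0% = DMSO wells and 100% = excess unlabeled TNYL-RAW peptide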
# E coli WT exp: E. coli BW25113 growth inhibition, expanded screen. OD600 absorbance. growth inhibition, % at 100 µM. 0.15% of 98,000 active. AID 710;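 active = growth inhibition above about 50% at one test dose, limit read from the data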;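 note: growth measured after 20 h incubation at 37 °C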
# CYP2C9 inh: blocks human cytochrome P450 2C9; P11712; CYP2C9 Supersomes, luciferin-H conversion, luminescence; inhibition, % at 5 µM; 20% of 96,000 active; AID 777;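 active = blocking of liver enzyme CYP2C9 beyond about 50% at 5 µM, limit read from the data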; note: values of inactives mirror those of a sister screen read the other way
# PostGolgi yeast: growth inhibition of a yeast mutant, post-Golgi transport screen; post-Golgi transport phenotypic cell assay; inhibition, % at 10 µM; 0.9% of 98,000 active; in the data active = inhibition above about 30%;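 note: yeast cells grown in 1536-well plates; yeast grown about 18 h at 30C before absorbance read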
# The depositor's hits bear a star; . = no result given.
SMILES,PTK2B oligo ant,CYP2C19 inh,CYP2C19 activ,PLAP activator,CYP2C9 activ,EphB4 ephrin blk,E coli WT exp,CYP2C9 inh,PostGolgi yeast
CC(C)(C)C(=O)c1sc(Nc2ccccc2)nc1N,-0.75,40,0.6,1,0.7,4,20,30,-7
CCN(CC)S(=O)(=O)c1ccc(C(=O)OCCN2C(=O)CCC2=O)cc1,.,13,0.9,1.4,0.6,-1,5,45,-4
Cc1cc(=O)n2ncnc2n1COCCO,-0.08,4,1,1.1,1.1,-13,-3,-12,3
O=C(CCN1C(=O)COc2ccccc21)N1CCN(c2ccccn2)CC1,0.49,10,0.9,0.9,0.9,-11,-10,5,3
C=CCN(c1ccc(C(N)=O)cc1)S(C)(=O)=O,-0.58,-4,1,1,1.1,-6,-1,-11,1
COc1ccc(CCC(=O)Nc2ccc(-c3noc(-c4ccc(OC)c(OC)c4)n3)cc2)cc1,1.4,16,0.8,1.2,0.3,1,1,69*,-7
Cc1csc(NC(=O)Cc2nn(C)c(=O)c3ccccc23)n1,0.42,-7,1.1,1,0.8,-6,7,16,-1
N#Cc1nc(-c2cccc3ccccc23)oc1NCCN1CCCCC1,-0.7,18,0.8,1.7,1.1,2,-1,-12,1
Cc1ccc(-c2nnc3sc(C4COc5ccccc5O4)nn23)cc1 (stereo not drawn),0.54,2,1,0.9,1,.,2,-1,6
COc1cc(C2C(C(=O)c3ccc(C)o3)=C(O)C(=O)N2Cc2cccnc2)ccc1O (stereo not drawn),-0.26,-13,1.1,1,0.8,-3,-6,19,-4
Cc1cc(C)cc(Nc2cc(C)nc3nc(C)nn23)c1,.,-9,1.1,1.7,0.9,1,3,10,5
Cc1ccc(S(=O)(=O)n2nc(-c3ccc(Cl)cc3)nc2NCc2ccco2)cc1,-0.7,68*,0.3,0.9,0.5,-1,-17,48,-18
O=CNC(Cc1ccccc1)C(=O)O (stereo not drawn),0.15,3,1,0.8,1,4,-7,-3,-6
CC1(C)CC(=O)C(C=Nc2ccccc2)=C(O)C1,0.01,-17,1.2,1.1,1.1,-5,0,-8,2
CCC(OC(=O)c1cccs1)C(=O)NCc1ccc2c(c1)OCO2 (stereo not drawn),-0.57,69*,0.3,1,0.2,-2,3,79*,-5
COC(=O)c1[nH]c2ccc(F)cc2c1NC(=O)CCN1CC(C)OC(C)C1 (stereo not drawn),-0.37,9,0.9,1.1,0.9,-5,-1,6,-8
COc1ccc(-c2cc(CCCC(=O)NCCc3ccc(OC)cc3OC)no2)cc1,-0.24,.,.,1.1,.,-7,4,.,19
CCN(CC)C(=O)CSc1nc(O)c(Cc2ccccc2)c(=O)n1-c1ccccc1,-0.19,-2,1,1.1,1,-4,4,-4,5
CC(NC(=O)C1CCCN(C(=O)N(C)C)C1)c1ccccc1 (stereo not drawn),1.8,29,0.7,0.9,0.5,-1,4,53*,1
CC1=C(C(=O)Nc2ccccc2)C(c2cccs2)n2nnnc2N1 (stereo not drawn),0.65,37,0.6,1.1,0.7,-2,5,34,8
CCn1c(=O)c2cc(S(=O)(=O)NC3CCCCC3)ccc2n(CC)c1=O,-1.6,49,0.5,1.4,0.5,-2,12,53*,-5
CC(C)N1C(=O)C2C(C(=O)NC3CCCCC3)C3C=CC2(O3)C1C(=O)NC1CCCCC1 (stereo not drawn),-0.98,-1,1,1,1,9,6,-2,5
O=C(Cc1c(F)c(F)c(F)c(F)c1F)OC12CC3CC(C1)C(=O)C(C3)C2,-0.28,72*,0.3,1.2,1,.,-5,-1,6
CCCCc1ccc(NC(=O)N[C@H](C(=O)O)C(C)C)cc1,-0.28,.,.,.,.,8,-15,.,-2
C=COC(=O)CSc1nc(-c2cccs2)ccc1C#N,-0.24,-3,1,1.3,0.9,-12,-11,15,3

# Arranged by heavy-atom count (highest first): some entries from above.
SMILES,PTK2B oligo ant,CYP2C19 inh,CYP2C19 activ,PLAP activator,CYP2C9 activ,EphB4 ephrin blk,E coli WT exp,CYP2C9 inh,PostGolgi yeast
COc1ccc(CCC(=O)Nc2ccc(-c3noc(-c4ccc(OC)c(OC)c4)n3)cc2)cc1,1.4,16,0.8,1.2,0.3,1,1,69*,-7
COc1cc(C2C(C(=O)c3ccc(C)o3)=C(O)C(=O)N2Cc2cccnc2)ccc1O (stereo not drawn),-0.26,-13,1.1,1,0.8,-3,-6,19,-4
N#Cc1nc(-c2cccc3ccccc23)oc1NCCN1CCCCC1,-0.7,18,0.8,1.7,1.1,2,-1,-12,1

# New compounds follow.
SMILES,PTK2B oligo ant,CYP2C19 inh,CYP2C19 activ,PLAP activator,CYP2C9 activ,EphB4 ephrin blk,E coli WT exp,CYP2C9 inh,PostGolgi yeast
CC1Cc2ccccc2N1C(=O)C1CCN(S(=O)(=O)c2cccs2)CC1 (stereo not drawn),-0.54,15,0.8,1.1,0.9,2,-1,7,2
CCSc1nc2cc(OC)c(OC)cc2c(=O)n1CC,0.69,36,0.6,1.5,0.5,-8,7,52*,-2
COc1ccccc1OCCCn1cc(C#N)c2ccccc21,-1.1,100*,0,0.9,0,-7,-8,95*,-5
CC1(C)CC(=O)C(CC2=C(O)CC(C)(C)CC2=O)C(=O)C1,-0.05,51*,0.5,1,1,.,.,3,.
CCN(c1ccccc1)S(=O)(=O)c1cc(OC)ccc1OC,0.27,90*,0.1,1,0.3,2,-4,69*,-8
CC(NC(=O)NCc1cccnc1)(C(F)(F)F)C(F)(F)F,-0.19,77*,0.2,1.1,0.7,0,5,33,0
COc1ccc(Nc2nc(N)nc(CN3CCN(c4ccccn4)CC3)n2)cc1,0.11,1,1,1.1,1.1,2,-6,-7,8
CCn1c(SCC(=O)n2nc(C)cc2C)nnc1-c1ccc2c(c1)OCO2,1.3,30,0.7,1,1.2,-5,0,-20,-1
Cc1ccc(NS(=O)(=O)c2ccccc2)c2c1CC(C)(C)O2,-0.43,66*,0.3,0.9,2*,5,10,-100,4
CCCCN1CCCCC1C(=O)Nc1c(C)cc(C)cc1C (stereo not drawn),1.2,17,0.8,1.6,0.9,-5,4,10,-1
O=C(OCn1nnc2ccccc2c1=O)c1cccnc1Cl,0.13,59*,0.4,0.8,1,-8,3,-4,3
O=C1CN(c2ccc(Cl)cc2)C(=O)CN1NC(=S)Nc1ccc(Cl)cc1,0.22,-13,1.1,1,1.1,2,-7,-6,3
Cc1cccc(-n2c(N)cc(=O)nc2SCC(=O)Nc2cc(C)on2)c1,0.19,-6,1.1,0.9,1,.,2,-1,1
COC(=O)c1ccc(S(=O)(=O)NCc2cccc(OC)c2)n1C,0.57,60*,0.4,0.9,0.7,3,0,28,4
O=C(Nc1nnc(SCc2ccc(Cl)cc2Cl)s1)C1COc2ccccc2O1 (stereo not drawn),-0.7,38,0.6,1.1,0.3,7,-20,67*,-1
COc1cccc(C(=O)Nc2ccc(C)cc2)c1,0.33,24,0.8,0.8,1.1,0,13,-6,-4
O=C(COc1ccc2ccccc2c1)NC1=NCCS1,0.59,65*,0.4,1,1.6,5,-3,-59,-5
Cn1nnnc1SCC(=O)Nc1ccc(Oc2ccccc2)cc1,0.44,11,0.9,0.8,1.1,2,-5,-10,-1
O=C(NCCCN1CCCC1=O)c1ccc2c(c1)NC(=O)C(N1CCOCC1)S2 (stereo not drawn),0.69,-3,1,0.9,0.9,0,-5,12,2
COCCCNC(=O)C12CCC(C)(C(=O)C1)C2(C)C (stereo not drawn),0.12,-18,1.2,0.9,1,-9,-1,-1,-8
Cc1nc2ccccn2c1C(=O)NCCCN1CCOCC1,-0.23,-3,1,1.4,1,-2,-1,-3,9
COCc1[nH]nc2c1C(c1c(F)cccc1Cl)C(C#N)=C(N)O2 (stereo not drawn),-0.15,58*,0.4,1.9,0.6,5,5,44,16
Cc1nnc(SCCOC(N)=O)n1C,-0.16,6,0.9,1.1,1,.,0,-1,-5
Cn1nnc2cc(C(=O)N3CCSCC3)ccc21,0.34,-4,1,0.8,1.1,8,6,-5,-9
COc1ccc(C(=O)NCc2ccc(-c3nc4ccccc4s3)cc2)cc1OC,0.4,29,0.7,0.8,0.8,5,-5,15,-6
COC(=O)CN1C(=O)C(O)(CC(=O)c2ccc(Cl)cc2)c2ccccc21 (stereo not drawn),.,25,0.7,1.1,0.9,.,7,8,-1
CCc1ccc(N/C(SCc2cccc(F)c2)=C(/C#N)C(=O)NCc2ccco2)cc1,-1.1,55*,0.5,0.9,0.3,9,-24,68*,15
COCCCn1c(=S)[nH]c2ncccc2c1=O,0.23,-4,1,0.9,1,-5,-7,1,0
CC(C)c1nc(-c2ccccc2)c(-c2ccccc2)[nH]1,0.93,18,0.8,0.7,0.9,-4,-2,11,9
O=C(O)c1cccc(S(=O)(=O)N2CCOCC2)c1,-0.37,-16,1.2,0.8,1,1,-2,-5,15
Cc1cc(=O)oc2cc(OC(C)C(=O)N3CCOCC3)ccc12 (stereo not drawn),-0.09,-3,1,1,1,-4,-4,0,-8
Cc1sc(NC(=O)CSc2nc(N)n(CC(=O)c3ccccc3)n2)c(C#N)c1C,0.59,93*,0.1,1.4,0,2,2,98*,-1
CCCCC(C(=O)NCCC(C)C)N(CCCN1CCOCC1)C(=O)c1snc(C(N)=O)c1N (stereo not drawn),0.51,2,1,1.6,1,4,7,-2,2
Cc1scc(C(=O)NCc2ccco2)c1-c1ccccc1,-0.45,61*,0.4,1.4,0.5,.,10,46,1
COc1ccccc1-c1cc(C(=O)N/N=C/c2ccc(C)s2)c2ccccc2n1,-2.3,75*,0.3,1.8,0,-5,-13,100*,10
CC1=CC(C)(C)N2C(=O)C3(C(C#N)=C(N)Oc4cc(O)ccc43)c3cccc1c32 (stereo not drawn),-2.1,32,0.7,1.5,0.5,4,13,51*,0
CCOC(=O)/C(C#N)=C/c1cc(C)n(-c2ccccc2)c1C,-1.1,52*,0.5,0.8,0.5,2,6,54*,-12
CCOC(=O)CSc1ncc(OC)c(Sc2ccc(Cl)cc2)n1,0.55,30,0.7,1.1,0.4,-1,-2,58*,24
Nc1nnc(SCC(=O)NC2CCCCC2)n1-c1ccccc1,-0.24,3,1,0.9,1.1,-7,5,-10,1
CC1Cc2nc(SCC(N)=O)n(C)c(=O)c2S1 (stereo not drawn),.,-4,1,0.9,0.9,.,5,14,9
COc1cccc(NC(=O)COC(=O)c2c(-c3ccccc3)noc2C)c1,-0.91,60*,0.4,0.8,0.4,-2,-10,60*,6
Fc1ccccc1OCCSc1nc2ccccc2o1,-0.56,47,0.5,0.8,0.8,4,5,22,21
CC(SCc1ccccc1)C(=O)Nc1ccc2c(c1)OCO2 (stereo not drawn),2.1,98*,0,0.8,0.3,-3,-2,73*,-3
CC(C)c1cc(CN2CCN(CCC#N)CC2)cc(C(C)C)c1O,1.2,-12,1.1,0.9,1.2,-7,0,-21,-2
Cc1ccsc1/C=c1\sc2ncnn2c1=O,1.9,-20,1.2,1.2,1.1,.,-3,-12,-1
CCCC(=O)N1CCN(C2=NS(=O)(=O)c3ccccc32)CC1,-0.96,-9,1.1,1.1,1,.,.,-2,.
CC1(C)Cc2c(sc3[nH]c(=S)n(Cc4ccccc4)c(=O)c23)CO1,-0.75,-3,1,1,1,-1,-9,4,-6
CCCN1C(=O)c2ccc(C(=O)NCc3ccco3)cc2C1=O,1.3,28,0.7,1.2,0.5,0,1,48,-6
Cn1c(=O)n(C)c2cc(C(N)=O)ccc21,2.3,-6,1.1,1,1,-2,9,-5,5
COc1cc2c(OC)cccc2cc1C(=O)O,1.3,5,0.9,1,1,3,1,-2,5
Cc1ccnc(N2CCCC(C(=O)Nc3nnc(C)s3)C2)n1 (stereo not drawn),0.21,-20,1.2,1.5,1.1,.,0,-11,-3
Cc1ccc2nc(NC3=NCN(C4CCCCC4)CN3)nc(C)c2c1,.,-11,1.1,0.9,1.1,.,.,-8,.
